# ALOX15B inhib: inhibitors of human 15-lipoxygenase 2 (ALOX15B) | AID 881 | O15296 | 110,000 tested, 0.56% active | purified 15hLO-2, xylenol orange hydroperoxide absorbance | Potency, µM (titrated, usually from 57.1 µM), without a hit: at the highest dose activity change, negative = inhibition, actives largely listed as inhibitors; note: potency is the fitted concentration of half-maximal effect; nearly all actives have a fitted effect of over 60% in size; many of its hits are not listed in these tables
#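 Read-out: hydroperoxide product oxidises ferrous iron, measured as xylenol orange complex via the 573-to-405 nm absorbance ratio after 30 min. Reaction: 50 nM enzyme, 15 min compound preincubation, 45 uM arachidonic acid, 90 min RT, Hepes pH 7.5 with Triton X-100.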
# IMPase cell inh: cell-permeable inhibitors of inositol monophosphatase (IMPase) | P97697 | CHO-M1 cells, IP1 accumulation, HTRF TR-FRET ratio | inhibition (IP1 accumulation), % at 46.1 µM | 120,000 tested, under 10 active | AID 901; active = well fitted curve in the direction sought with a large enough effect in the signal ratio, not every such curve was filed as active; inconclusive = small, poorly fitted or top-dose-only effect, or a change in a side signal; inactive = no such curve, though single readings can be large or run the other way; the % refers to the signal ratio;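 note: cells stimulated with carbachol in lithium chloride buffer; plate controls were DMSO basal wells for no effect and reference inhibitor wells for full effect; higher means more IMPase inhibition seen as more IP1 and lower FRET ratio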
# Target sequence (P97697 whole entry, looked up): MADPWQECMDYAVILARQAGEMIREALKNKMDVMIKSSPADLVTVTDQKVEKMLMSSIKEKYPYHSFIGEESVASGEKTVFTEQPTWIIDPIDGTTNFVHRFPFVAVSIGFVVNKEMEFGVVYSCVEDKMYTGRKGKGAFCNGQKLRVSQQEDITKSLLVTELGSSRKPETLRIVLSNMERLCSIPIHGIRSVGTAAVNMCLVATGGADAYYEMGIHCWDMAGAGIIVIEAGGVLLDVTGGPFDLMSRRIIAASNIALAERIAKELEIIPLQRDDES
#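 Carbachol-driven Gq signalling in CHO-M1 cells (2000/well) generates IP1. Compounds that block IMPase raise IP1 and so reduce the FRET signal from Eu-anti-IP1 and d2-IP1 after a 10 min room-temperature lysis.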
# 12-hLO inh: blocks human 12-lipoxygenase activity | purified 12-hLO, xylenol orange hydroperoxide absorbance | P18054 | AID 1452 | 150,000 tested, 0.12% active | Potency, µM (doses to about 57.1 µM), for inactives: at the top dose activity change, negative = inhibition, usual class: inhibitors; note: potency is the fitted concentration of half-maximal effect; nearly all actives have a fitted effect of over 55% in size; many of its hits are not listed in these tables
# Target sequence (P18054 whole entry, looked up): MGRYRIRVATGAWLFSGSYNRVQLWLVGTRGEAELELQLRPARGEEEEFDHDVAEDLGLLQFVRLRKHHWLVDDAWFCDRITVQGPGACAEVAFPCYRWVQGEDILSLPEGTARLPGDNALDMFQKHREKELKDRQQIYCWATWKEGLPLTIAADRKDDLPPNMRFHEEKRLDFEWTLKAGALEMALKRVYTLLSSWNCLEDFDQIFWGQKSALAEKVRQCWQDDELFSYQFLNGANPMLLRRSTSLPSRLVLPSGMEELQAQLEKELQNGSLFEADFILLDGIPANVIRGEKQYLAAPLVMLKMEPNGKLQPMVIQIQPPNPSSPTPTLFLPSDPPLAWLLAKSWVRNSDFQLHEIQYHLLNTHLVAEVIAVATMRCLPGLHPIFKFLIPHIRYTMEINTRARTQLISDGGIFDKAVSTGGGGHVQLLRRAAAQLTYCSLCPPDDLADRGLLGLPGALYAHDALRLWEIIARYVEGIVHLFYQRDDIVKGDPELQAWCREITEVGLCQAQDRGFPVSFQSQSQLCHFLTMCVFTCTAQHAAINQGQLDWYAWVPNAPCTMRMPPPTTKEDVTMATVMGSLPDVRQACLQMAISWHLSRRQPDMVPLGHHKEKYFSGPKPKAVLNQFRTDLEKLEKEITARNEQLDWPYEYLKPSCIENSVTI
#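 Hydroperoxide output read as Fe(III)-xylenol orange absorbance, 573-to-405 nm ratio, after 30 min reaction with 40 uM arachidonic acid. Enzyme: 150 nM purified human 12hLO, 15 min compound preincubation; 25 mM Hepes pH 7.0, room temperature.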
# PNC assembly inh: perinucleolar compartment assembly inhibition. PC3M PTB-GFP, PNC prevalence imaging, 16 h; hits give low values. activity change (PNC), negative = inhibition, % at 10 µM. 140,000 tested, 3.1% active;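 active = readout at or below -70, meaning at least 70% loss of cells showing the perinucleolar compartment, a nuclear body marking cancer cells; inconclusive = readout between -30 and a set limit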;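 note: plate controls were DMSO wells for no effect and camptothecin positive control wells for full effect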
#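 Compounds are pinned in duplicate onto adhered PC3M cells stably expressing GFP-tagged PTB and incubated 16 h at 37 C. Cells are then fixed, nuclei stained with Hoechst, and PNC-positive cells counted.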
# Active calls of the source: *; ? = inconclusive; . = not tested or not shown; [ ] = remark or other dose. Unless noted, calls come from the whole dose curve; as a rule, active = well fitted curve in the direction sought with a large enough effect; inconclusive = small, poorly fitted or top-dose-only effect, or another doubt; inactive = no such curve, though single readings can be large; an effect the other way counts as inactive or inconclusive. Unless noted, % is set by controls: 0 for no effect and ±100 for the full control effect. The list is partial; the hit share may differ from the screen's.
# Short forms – A = ALOX15B inhib; B = IMPase cell inh; C = 12-hLO inh; D = PNC assembly inh
> Cc1cc(C)cc(OCC(=O)OCC(=O)Nc2ccc(Cl)cn2)c1
  A = . | B = 5 | C = 3% | D = -5
> CSc1nc(C)c(Cl)c(C)c1C#N
  A = 14% | B = 3 | C = -1% | D = ?
> C[N+](C)(C)CCCC(=O)c1ccc2c(c1)OCO2
  A = 2% | B = ? | C = -2% | D = -12
> O=C(NCCCn1ccnc1)c1cc(C2CC2)on1
  A = -1% | B = 11 | C = 4% | D = 33
> CC(C)CN(CC#N)CC(C)C
  A = -4%[11.4 µM] | B = . | C = 0%[11.4 µM] | D = .
> O=C(OC(C(=O)NC1CCCC1)c1ccncc1)C1=Cc2ccccc2OC1 (stereo not drawn)
  A = -4% | B = 1 | C = 5% | D = 20
> CCn1c(C)c(C(C)=O)c(SC)nc1=S
  A = -4% | B = 5 | C = -2% | D = 0
> O=C(NCC(c1cccnc1)N1CCOCC1)c1cccs1 (stereo not drawn)
  A = -6% | B = -2 | C = 0% | D = -3
> COc1cccc(-n2c(SCC(=O)Nc3cc(C)on3)nc3ccccc3c2=O)c1
  A = -10% | B = 7 | C = -8% | D = 6
> CCCCCCCC(=O)N/N=C/c1cccnc1
  A = 0% | B = -2 | C = -2% | D = 0
> COc1ccccc1N1CCN(Cc2nc3ccsc3c(=O)[nH]2)CC1
  A = 4% | B = -1 | C = 6% | D = 7
> COc1cc(OC)c(NC(=O)CCNC(=O)Cn2ccc3ccccc3c2=O)cc1Cl
  A = -9% | B = -1 | C = -2% | D = -17
> CC(C)CCNC(=O)CCn1nc(-c2ccccc2)ccc1=O
  A = -4% | B = -5 | C = 10% | D = -17
> CCN(CC)S(=O)(=O)c1ccc(C)c(NC(=O)COc2ccc3c(C)cc(=O)oc3c2)c1
  A = . | B = 1 | C = -2% | D = -3
> Cc1ccc(NC(=O)C2CCCN2C(=O)Oc2ccccc2)cc1 (stereo not drawn)
  A = 0% | B = 7 | C = 1% | D = 34
> C(/C=C\c1ccccc1)=Nc1ccc2c(c1)Cc1ccccc1-2
  A = -8%[11.4 µM] | B = . | C = 0%[11.4 µM] | D = .
> CN1C/C(=C/c2cccnc2)C(=O)/C(=C/c2cccnc2)C1
  A = . | B = 6 | C = -4% | D = 5
> Cc1cccc(NS(=O)(=O)c2cc(C(=O)N3CCCC3)ccc2Cl)c1
  A = . | B = . | C = 3% | D = 34
> COc1ccc(C(=O)/C=C/c2cc(OC)c(O)c(OC)c2)c(F)c1
  A = . | B = . | C = ? | D = 4
> C[C@@H](CN(C)C)CN1c2ccccc2Sc2ccccc21
  A = 15%[25.6 µM] | B = 19[20.6 µM] | C = 8%[25.6 µM] | D = .
> CCN1CCCC1CNC(=O)c1cc(S(=O)(=O)CC)c(N)cc1OC (stereo not drawn)
  A = 12% | B = . | C = 1% | D = .
> CC(C)(C)c1ccc(/C=N/NC(=O)C(=O)NCCCN2CCOCC2)cc1
  A = . | B = . | C = 5% | D = 20
> COc1cc(OC)c(NC(=O)Nc2ccc(OC)c(OC)c2)cc1Cl
  A = -2% | B = 7 | C = 1% | D = ?
> COc1ccc(C(C(=O)NC2CCCC2)N(C(=O)c2ccoc2C)c2cc(C)cc(C)c2)cc1 (stereo not drawn)
  A = -18% | B = 10 | C = -1% | D = 37
> Cc1nc2ccccn2c1C(=O)NC1CCCCC1
  A = 5% | B = -3 | C = -1% | D = -105*

# More records
# Short forms – A = ALOX15B inhib; B = IMPase cell inh; C = 12-hLO inh; D = PNC assembly inh
> CC(C)OCCCNC(=O)c1ccc(NC(=O)C2CCCO2)cc1 (stereo not drawn)
  A = 1% | B = 9 | C = -5% | D = -19
> COc1ccc(NC(=O)CSc2nnc(Cn3c(=O)sc4ccccc43)n2C)c(OC)c1
  A = . | B = -12 | C = 0% | D = -22
> CCOC(=O)c1sc(NC(=O)Nc2ccccc2F)nc1C
  A = . | B = . | C = -1% | D = ?
> CCN(CC)S(=O)(=O)c1ccc(N2CCOCC2)c(NS(=O)(=O)c2ccc(C(C)C)cc2)c1
  A = . | B = . | C = 3% | D = 7
> COc1ccc(-c2noc(COc3ccc4ccccc4c3Br)n2)cc1OC
  A = 9% | B = 3 | C = -1% | D = ?
> Cc1cccc2cc3c(NC(=O)C(C)C)nn(C)c3nc12
  A = -10% | B = -3 | C = -3% | D = -17
> O=C(c1cccc([N+](=O)[O-])c1)N(c1ccccn1)c1ccccn1
  A = . | B = -5 | C = -3% | D = -5
> COC(=O)Cc1cc(=O)n2[nH]c(C)c(-c3ccccc3)c2n1
  A = 18% | B = -3 | C = 2% | D = 57
> Cc1[nH]n2c(=O)cc(C(C)(C)C)nc2c1-c1ccccc1
  A = 18% | B = ? | C = -4% | D = 16
> O=C(Cn1cnc([N+](=O)[O-])n1)N/N=C/c1cccc2ccccc12
  A = . | B = -2 | C = -5% | D = 27
> CC1CCCC(NC(=O)COC(=O)c2ccccc2Sc2ccccc2C#N)C1C (stereo not drawn)
  A = . | B = 5 | C = 0% | D = -17
> CCCN1Cc2cccc(C(=O)N3CCN(c4ccc(F)cc4)CC3)c2C1=O
  A = -1% | B = 6 | C = 8% | D = 74
> CCC(C)(C)NC(=O)C(c1cccn1C)N(C(=O)Cn1nnc2ccccc21)c1ccc(OC)cc1 (stereo not drawn)
  A = -1% | B = 2 | C = -8% | D = 46
> COc1cc(CN2CCN(S(=O)(=O)c3ccc(NC(C)=O)cc3)CC2)cc(OC)c1O
  A = -27% | B = -1 | C = -6% | D = 7
> CC(C)C(NS(=O)(=O)c1cccc2nsnc12)C(=O)NCc1ccc2c(c1)OCO2 (stereo not drawn)
  A = 0% | B = -4 | C = 3% | D = -3
> Cc1cc(F)ccc1NCc1ccncc1
  A = 6% | B = 8 | C = -4% | D = ?
> O=S(=O)(Cc1ccccc1Cl)CC(O)COc1ccccc1Cl (stereo not drawn)
  A = -3% | B = -4 | C = -10% | D = -18
> COC(=O)Cc1c(C)nc2nc(-c3ccccc3)[nH]n2c1=O
  A = 0% | B = 13 | C = 2% | D = -7
> CCOC(=O)CCNC(=O)c1ccccc1Br
  A = -1% | B = -4 | C = 1% | D = 0
> Cc1ccc(NC(=O)CN(C)C(=O)CN2C(=O)NC(C)(c3ccccc3)C2=O)cc1 (stereo not drawn)
  A = 7% | B = 2 | C = -9% | D = -23
> O=C(COC(=O)c1ccccc1O)Nc1ccc(OC(F)F)cc1
  A = -1% | B = 4 | C = -3% | D = 17
> O=C(NC(c1ccccc1)c1ccccc1)C1(c2cccs2)CCOCC1
  A = . | B = . | C = -1% | D = -14
> COc1ccccc1CC(=O)Nc1ccc(-c2noc(COc3ccc(Br)cc3)n2)cc1
  A = 15% | B = 5 | C = 13% | D = -9
> O=C(NC(=S)Nc1ccc(NC(=O)c2cccs2)cc1)c1ccco1
  A = . | B = 0 | C = -5% | D = -24
> O=C(Cn1c(=O)[nH]n(-c2ccccc2)c1=O)N1CCCc2ccccc21
  A = -3% | B = 13 | C = -7% | D = 5

# Some of the entries so far, with values under each structure.
# Under each structure – ALOX15B inhib	IMPase cell inh	12-hLO inh	PNC assembly inh
> O=C(c1cccc([N+](=O)[O-])c1)N(c1ccccn1)c1ccccn1
    .	-5	-3%	-5
> COC(=O)Cc1cc(=O)n2[nH]c(C)c(-c3ccccc3)c2n1
    18%	-3	2%	57
> Cc1[nH]n2c(=O)cc(C(C)(C)C)nc2c1-c1ccccc1
    18%	?	-4%	16
> O=C(Cn1cnc([N+](=O)[O-])n1)N/N=C/c1cccc2ccccc12
    .	-2	-5%	27
> CC1CCCC(NC(=O)COC(=O)c2ccccc2Sc2ccccc2C#N)C1C (stereo not drawn)
    .	5	0%	-17

# Back to the main list; the 6 compounds before the break are reprinted first.
# Short forms – A = ALOX15B inhib; B = IMPase cell inh; C = 12-hLO inh; D = PNC assembly inh
> Cc1ccc(NC(=O)CN(C)C(=O)CN2C(=O)NC(C)(c3ccccc3)C2=O)cc1 (stereo not drawn)
  A = 7% | B = 2 | C = -9% | D = -23
> O=C(COC(=O)c1ccccc1O)Nc1ccc(OC(F)F)cc1
  A = -1% | B = 4 | C = -3% | D = 17
> O=C(NC(c1ccccc1)c1ccccc1)C1(c2cccs2)CCOCC1
  A = . | B = . | C = -1% | D = -14
> COc1ccccc1CC(=O)Nc1ccc(-c2noc(COc3ccc(Br)cc3)n2)cc1
  A = 15% | B = 5 | C = 13% | D = -9
> O=C(NC(=S)Nc1ccc(NC(=O)c2cccs2)cc1)c1ccco1
  A = . | B = 0 | C = -5% | D = -24
> O=C(Cn1c(=O)[nH]n(-c2ccccc2)c1=O)N1CCCc2ccccc21
  A = -3% | B = 13 | C = -7% | D = 5
> CCOC(=O)c1c(NC(=O)CSc2nc3ccccc3s2)sc(C)c1C
  A = -1% | B = 3 | C = -7% | D = -16
> CCc1ccccc1N=C1S/C(=C/c2ccccc2OCC(=O)N2CCOCC2)C(=O)N1C
  A = . | B = . | C = -2% | D = ?
> CCOC(=O)N1CCN(C(=O)CSc2nnc(-c3cccc(Cl)c3)o2)CC1
  A = 4% | B = -1 | C = -7% | D = ?
> CC(=O)N[C@@H](c1ccccc1)[C@]1(C)C[C@H]1[C@@H](C)C(=O)Nc1ccc2ccccc2c1
  A = -19% | B = . | C = -9% | D = .
> O=c1c(Cc2ccc(Cl)cc2)c(O)ccn1Cc1cccc(Cl)c1
  A = -3% | B = 8 | C = -4% | D = ?
> CC(C)NC(=O)N1CCCC2(CCN(C(=O)c3cccn3C)CC2)C1
  A = 13% | B = . | C = -4% | D = .
> COc1ccc(OC)c(NC(=S)NN2CCOCC2)c1
  A = 1% | B = -4 | C = 1% | D = 0
> Cc1ccc(-n2c(SCC3CCCCO3)nnc2-c2ccco2)cc1 (stereo not drawn)
  A = -10% | B = -17 | C = -5% | D = 33
> O=C(COC(=O)c1cc(S(=O)(=O)N2CCOCC2)ccc1F)c1ccc[nH]1
  A = . | B = . | C = 5% | D = ?
> O=C(CCCN1CCC(O)(c2cccc(C(F)(F)F)c2)CC1)c1ccc(F)cc1
  A = 37%[activator] | B = 13 | C = -7% | D = .
> COc1ccc(-c2cc3ccccc3n2CC(O)CNC(CO)(CO)CO)cc1 (stereo not drawn)
  A = 11% | B = -3 | C = -2% | D = 24
> COc1cc(C2N(c3cccc(Cl)c3)C(=O)C3CCCN32)cc(OC)c1OC (stereo not drawn)
  A = 3% | B = 0 | C = 2% | D = 35
> NC(=O)CC[C@@H]1NC(=O)[C@H](CO)NC(=O)c2cc([N+](=O)[O-])cc(I)c2NCCC[C@@H](C(N)=O)NC(=O)[C@H](Cc2ccc(O)cc2)NC1=O
  A = . | B = . | C = -8% | D = 44
> NC(=O)CSc1nnc(-c2cc(-c3cccs3)nc3ccccc23)o1
  A = -3% | B = 2 | C = -1% | D = 29
> Cc1cc(Cl)c(S(=O)(=O)NC2CCCC2)cc1OCC(=O)NC1CCCCC1
  A = 0% | B = 1 | C = 1% | D = -21
> CS(=O)(=O)N1CCC(C(=O)Nc2c(F)cccc2F)CC1
  A = 0% | B = -9 | C = 7% | D = -9
> O=C(O)C1CCCCC1C(=O)Nc1ccc(F)cc1F (stereo not drawn)
  A = -1% | B = -3 | C = -2% | D = -14
> CCc1ccc(C(=O)COC(=O)c2cnccn2)cc1
  A = -7% | B = 7 | C = 2% | D = -3
> Cc1c(Cl)c([N+](=O)[O-])nn1CCCC(=O)Nc1ccc(Cl)cc1Cl
  A = . | B = -3 | C = -2% | D = ?
> COc1ccc(C(=O)NCC(=O)Nc2ccc(F)cc2)cc1OC
  A = 1% | B = -4 | C = 0% | D = 18
> CCCCC
  A = 8% | B = . | C = 0% | D = .
> COc1ccc(OC)c(CNC(=O)C2CCCN(c3nc4ccccc4o3)C2)c1 (stereo not drawn)
  A = 14% | B = 0 | C = -6% | D = ?
> Cc1ccc(NC2(c3nnnn3-c3c(C)cccc3C)CCCCC2)cc1
  A = . | B = . | C = -10% | D = ?

# Screening results deposited in PubChem BioAssay by National Center for Advancing Translational Sciences (NCATS).
